MC4R ag barr = agonists of human melanocortin 4 receptor (MC4R) beta-arrestin; U2OS MC4R beta-arrestin complementation, luminescence; percent of melanotan II response, DMSO zero; 360,000 tested, 0.98% active; activation, % at 8.9 µM; AID 540308;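 active = activation above a per-plate cutoff, the mean activation of sample wells on that plate plus 3 SD, cut at about 8% in these data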
MC4R antag cAMP = human MC4R antagonism in cAMP assay. P32245. MC4R-expressing cells, MTII-stimulated cAMP, LANCE TR-FRET. inhibition, % at 6.5 µM. 360,000 tested, 0.48% active. AID 540295;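 active = inhibition above its plate's cutoff, the mean of tested wells on that plate plus 3 SD, cut at about 29% in these data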;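 also: 0% = Melanotan II alone and 100% = Melanotan II plus saturating MCL0020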
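Material – human MC4R-expressing U2OS cells · Repeats – no replicates · Detection – TR-FRET with Eu-cAMP and labeled anti-cAMP, 671 nm · Times – compound 30 min, challenge 1 h, detection 1 h · Compound – single nominal compound dose of 6.5 µM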
COUP-TFII inh = blocks human COUP-TFII nuclear receptor. 370,000 tested, 0.7% active. P24468. AID 686940. inhibition, % at 8.6 µM. HEK293T NGFI-A luciferase reporter, luminescence;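 active = inhibition above a per-plate cutoff, mean inhibition of test wells between control levels plus 3 SD, cut at about 38% in these data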;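 also: cells cotransfected with COUP-TFII expression vector driving the NGFI-A reporter; 0% = median of COUP-TF2 test wells and 100% = reporter-only cells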
NOD2-RIPK2 inh = NOD2-RIPK2 protein interaction inhibition; O43353; CHO BLA complementation NOD2-RIPK2, CCF4 ratio; inhibition, % at 4.98 µM; 360,000 tested, 0.38% active; in the data active = inhibition above about 21%;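 also: 0% = vehicle only and 100% = reference blocker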
LMP1 NFkB inh = reduces LMP1-driven NF-kappaB luciferase signal. 350,000 tested, 0.69% active. LMP1-induced NF-kappaB luciferase reporter cells, luminescence. inhibition, % at 12.5 µM; in the data active = inhibition above about 41%;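 also: 0% = neutral control wells and 100% = reference inhibitor control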
NCOA3 inh = inhibitors of human steroid receptor coactivator 3 (SRC3) | Q9Y6Q9 | HEK293 GAL4-SRC3 luciferase reporter, luminescence | inhibition, % at 3.6 µM | 360,000 tested, 0.17% active | AID 588352;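 active = inhibition above a per-campaign cutoff, the mean of all compounds plus 3 SD, cut at about 60% in these data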;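 also: 0% = DMSO-treated cells and 100% = gossypol-treated cells at 36 µM; higher means less SRC3-driven luciferase light from the GAL4 reporter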
NCOA1 inh = inhibitors of human steroid receptor coactivator 1 (SRC1). 360,000 tested, 0.12% active. Q15788. inhibition, % at 3.6 µM. HEK293 GAL4-SRC1 luciferase reporter, luminescence. AID 588354;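 active = inhibition above the campaign mean plus 3 SD, with each screening campaign given its own cutoff, cut at about 60% in these data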;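 also: 0% = DMSO treated cells and 100% = gossypol at 36 µM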
ABHD5 PLIN5 PPI = ABHD5-PLIN5 protein interaction inhibition | Split G. princeps luciferase complementation, luminescence, 4 h | inhibition, % at 4 µM | Q00G26+Q8WTS1 | 360,000 tested, 0.78% active | AID 602281;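 active = inhibition above the mean inhibition across every tested compound plus 3 SD, cut at about 22% in these data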;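 also: 0% = DMSO only wells and the 100% control is not disclosed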
NCOA2 inhibitor = inhibits human steroid receptor coactivator 2; Q15596; HEK293 GAL4-SRC2 luciferase reporter, luminescence; inhibition, % at 9 µM; 370,000 tested, 0.17% active; AID 651957;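 active = inhibition above the mean inhibition of all tested compounds plus 3 SD, set per campaign, cut at about 52% in these data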;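 also: 0% = DMSO treated cells and 100% = cells given Gossypol at 36 µM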
TLR9-MyD88 block = inhibitors of human TLR9-MyD88 binding | CHO BLA complementation TLR9-MyD88, CCF4 FRET ratio | Q9NR96+Q99836 | inhibition, % at 4.98 µM | 340,000 tested, 0.21% active;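 active = inhibition above the mean over all tested compounds plus 3 SD, cut at about 21% in these data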;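 also: 0% = DMSO only wells and 100% = clavulanate BLA inhibitor control wells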
LRH-1 inv ag = suppresses constitutive activity of human LRH-1 | O00482 | HEK293T StAR-luciferase reporter, LRH-1 transfected, 24 h | inhibition, % at 3.6 µM | 360,000 tested, 0.13% active;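 active = inhibition above the mean inhibition of all tested compounds plus 3 SD, cut at about 73% in these data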;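 also: 0% = DMSO wells and 100% = reporter-only cells lacking LRH-1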
Starred values were filed as active, the others as inactive; nt = no result given.

SMILES	MC4R ag barr	MC4R antag cAMP	COUP-TFII inh	NOD2-RIPK2 inh	LMP1 NFkB inh	NCOA3 inh	NCOA1 inh	ABHD5 PLIN5 PPI	NCOA2 inhibitor	TLR9-MyD88 block	LRH-1 inv ag
OCCN1CCN(CC(O)COCc2ccc3c(c2)OCO3)CC1 (configuration not stated)	-0.6	2	-11	-12	1	-15	-11	5	-5	-6	-15
CC1CCCCC1NC(=O)COC(=O)c1cccn1C (configuration not stated)	-2.4	0	4	-2	7	3	3	-2	0	-1	-8
CC1=C(C)C(=O)N(c2ccccn2)C1=O	-1.0	5	7	-8	-2	24	-13	8	-15	8	16
CCOc1ccc(N/C=C/C(=O)c2ccc(OC)c(OC)c2)cc1	-2.3	5	3	6	-29	-84	-63	3	-60	9	-47
C=CCn1c(SCCC)nc2sc3c(c2c1=O)CCc1ccccc1-3	-1.4	10	12	-13	-3	-4	-21	-2	-10	-9	10
CCN(CC)c1ccc(C=Nc2ccc(N(C)C)cc2)c(O)c1	-0.8	-4	-5	-14	-15	8	-16	5	-9	1	9
CN(CC(=O)Nc1ccccc1Br)C(=O)CNC(=O)c1ccc(Oc2ccccc2)cc1	0.6	4	-5	-13	4	6	-40	6	-7	-2	11
CN1C(=O)CON=C1c1cccc2ccccc12	1.3	5	4	-13	nt	7	-2	-5	22	nt	-3
CCn1c(=S)sc2c(=O)n(-c3ccccc3)c(SC)nc21	-0.7	7	-13	-10	-9	6	6	0	8	5	8
Cc1ccccc1NC(=O)C1Cc2ccccc2C(=O)O1 (configuration not stated)	-2.4	0	-13	4	9	-11	-16	1	-24	5	-44
CCN(CC(=O)Nc1ccc(OC)cc1)C(=O)C1CCN(C(=O)c2ccc(Cl)cc2)CC1	-2.3	4	-2	-6	-4	19	-8	-1	-20	5	15
O=C(Cc1cccs1)N(CC1CCCO1)C1(C(=O)NC2CCCC2)CCCCC1 (configuration not stated)	0.6	-2	5	2	2	23	26	3	-4	-1	25
CCOC(=O)CSc1nc(CC)nc2ccccc12	-0.7	7	11	0	4	8	1	-1	6	-8	-9
CC(C)NCC(O)COc1ccc(CCOCC2CC2)cc1 (configuration not stated)	0.2	-7	-4	2	2	-16	-20	5	-5	-5	10
COCc1cc(=O)[nH]c(Nc2nc(C)c3ccccc3n2)n1	-0.2	-16	-6	-7	-12	1	3	1	-20	-2	-4
CC(C)c1ccc(NC(=O)c2cc3c(=O)n(C)c4ccccc4c3n2C)cc1	3.6	-3	-16	-1	0	12	2	16	9	0	8
CS(=O)(=O)c1ccc(C(=O)OCC(=O)NC2CCS(=O)(=O)C2)cc1[N+](=O)[O-] (configuration not stated)	-1.9	12	10	2	1	-2	-17	6	-31	5	-2
CCOc1ccc(-c2cc(NC(=O)Cn3ncc4c3-c3ccccc3OC4)on2)cc1OCC	16*	8	3	-1	1	3	2	-4	24	4	-10
Cc1cc(C)c(-c2cc(C(F)(F)F)no2)c(=O)[nH]1	-0.1	3	0	1	-2	24	-24	10	0	-4	12
NC(=O)c1nc(N2CCOCC2)nc(N2CCOCC2)n1	-2.4	4	15	1	7	13	4	-2	-8	3	25
Cc1ccc(S(=O)(=O)NCCCNS(=O)(=O)c2ccccc2)cc1	-2.0	-2	0	1	1	2	11	-4	6	5	8
CCOC(=O)N1CCC(NC(=O)c2cc(S(=O)(=O)N3CCCC3)cn2C)CC1	-2.1	1	14	1	-1	-3	6	0	-26	-4	10
C=CCNC(=O)CSCc1ccc(Br)cc1	-3.3	10	-2	1	-13	-8	-10	-4	-14	1	11
CCN1CCN(c2nc3c(C)cccn3c(=O)c2/C=C(\C#N)C(=O)NCCCOC)CC1	0.7	10	-12	-14	2	3	-4	9	-7	3	2
CN(C)C(=S)Oc1ccccc1C1(C)OCCO1	-2.5	11	4	4	-21	15	-2	10	6	2	9

The closing two compounds of the section above are carried over, then new ones follow:
SMILES	MC4R ag barr	MC4R antag cAMP	COUP-TFII inh	NOD2-RIPK2 inh	LMP1 NFkB inh	NCOA3 inh	NCOA1 inh	ABHD5 PLIN5 PPI	NCOA2 inhibitor	TLR9-MyD88 block	LRH-1 inv ag
CCN1CCN(c2nc3c(C)cccn3c(=O)c2/C=C(\C#N)C(=O)NCCCOC)CC1	0.7	10	-12	-14	2	3	-4	9	-7	3	2
CN(C)C(=S)Oc1ccccc1C1(C)OCCO1	-2.5	11	4	4	-21	15	-2	10	6	2	9
Clc1ccc(Cl)c(-c2nc(-c3ccncc3)no2)c1	0.2	1	7	-9	-18	-18	-5	-2	-18	-1	-1
O=C(CN1C(=O)C2C3C=CC(C3)C2C1=O)OCC(=O)c1ccccc1 (configuration not stated)	-0.3	7	-2	0	-14	1	20	2	17	2	-7
CCC/C=C1/CCCOC(C(=O)NCc2cc(C)n(C)n2)(C(F)(F)F)C1 (configuration not stated)	1.7	-4	-5	-7	0	8	11	-2	3	-3	22
O=C(Nc1nnc([C@H]2C[C@H](O)[C@@H](CO)O2)s1)c1ccc(Oc2ccccc2)cc1	-1.4	5	-18	-13	nt	-45	-8	0	-37	nt	-2
COc1cccc(/C=N/NC(=O)c2ccc(COc3ccc(Cl)cc3Cl)o2)c1	5.2	13	7	-11	3	6	2	-2	18	8	-2
O=C(NCC1CC1)c1csc([C@@H]2O[C@H](CO)[C@H](O)[C@H](O)[C@H]2O)n1	-1.7	-9	10	-11	nt	4	14	-2	-22	nt	6
CC(C)CNC(=O)c1cc(-c2ccc(Br)cc2)on1	4.0	8	nt	-9	-48	-54	-57	-6	nt	-6	-66
COc1ccccc1OCCC(=O)Nc1cccc(S(=O)(=O)N2CCCCC2)c1	-1.6	12	18	0	0	20	8	6	-10	5	2
COc1ccc(CCN(C)CC(O)COC(c2ccc(F)cc2)c2ccc(F)cc2)cc1OC (configuration not stated)	5.7	8	6	6	5	10	12	12	0	-10	5
Cc1ccc(OCC(=O)Nc2ccc3c(c2)nc(CCN2CCC(C)CC2)n3C)cc1	-2.3	-2	-21	-10	10	12	-13	16	5	-8	22
O=C(CSc1nnc2ccccn12)Nc1ncc(Cl)cc1Cl	0.6	14	-25	-8	-17	-43	-71	-6	-38	2	-53
CC1(c2ccc(O)cc2)NC(=O)N(c2ccccc2)N1 (configuration not stated)	-1.8	3	4	-8	4	-15	1	2	-1	0	-10
CC1CCCN(C(=O)CCCC(=O)N2CCCC(C)C2)C1 (configuration not stated)	-1.0	2	-39	-6	6	3	9	2	-36	7	-8
CSCCC(NC(=O)c1ccc([N+](=O)[O-])cc1Cl)C(=O)OCC(=O)N1CCN(C(C)=O)CC1 (configuration not stated)	-2.2	11	7	0	3	-2	-1	4	-12	5	-9
O=S(=O)(Nc1ccncc1)c1ccc(Cl)c(Cl)c1	2.0	-3	13	-7	-9	2	-1	0	-19	-3	10
O=C(CN1C(=O)C(=O)N(C2CCCC2)C1=O)Nc1ccc(OC(F)F)cc1	0.8	9	9	-7	-3	-14	-1	2	10	-9	14
CC1CCN(C(=O)C2CCN(C(=O)c3ccc(C(C)(C)C)cc3)CC2)CC1	0.4	-3	9	-14	-8	13	-2	-5	-12	5	14
Nc1nc(SCC(=O)Nc2ccccc2C(F)(F)F)[nH]c(=O)c1-c1ccccc1	0.0	4	-7	1	10	5	8	2	17	-9	10
CCCc1cc2c(=O)c(-c3ccc4c(c3)OCCO4)coc2cc1OS(C)(=O)=O	0.7	16	-25	-7	-29	-43	-80	1	-42	-4	-94
CN1CCN(NC(=O)COc2cccc(C(F)(F)F)c2)CC1	2.6	4	-4	-8	-5	19	2	14	1	-2	23
CC(=O)Nc1cccc(NC(=O)C2CC3CCC2C3)c1 (configuration not stated)	0.4	7	6	-5	-1	9	11	7	-2	0	-5
COc1ccc(/C=C/c2nnc(NC(=O)COc3cccc(C)c3)s2)cc1	8.0	6	12	8	0	-11	-9	2	-19	-1	-18
CCOC(=O)c1ccc(NC(=O)c2ncn3c2C(=O)NC[C@H]3C)cc1	-0.2	6	-3	-12	8	-2	-13	0	-39	5	0
C/C(=N\NC(=O)Cc1csc(N2CCOCC2)n1)c1ccc(Cl)c(Cl)c1	-0.6	11	7	3	7	3	8	-1	19	-8	-12
CCOC(=O)N1CCN(c2nc(-c3ccc(F)cc3)cs2)CC1	0.7	6	-18	-4	-12	-25	-42	-1	-2	-8	-47

Next part.
SMILES	MC4R ag barr	MC4R antag cAMP	COUP-TFII inh	NOD2-RIPK2 inh	LMP1 NFkB inh	NCOA3 inh	NCOA1 inh	ABHD5 PLIN5 PPI	NCOA2 inhibitor	TLR9-MyD88 block	LRH-1 inv ag
COC(=O)CSc1nnc(CNC(=O)Cc2ccccc2)n1C	-3.5	-2	-16	-4	-1	9	7	-1	2	0	-2
Cc1cccc(N2CCN(C(=O)CCCn3c(=O)c4cccn4c4cccnc43)CC2)c1C	-1.9	-9	3	-3	2	-26	-42	1	-29	6	-2
Nc1nnc(C(=O)c2ccccc2N)s1	-0.2	-9	nt	-12	-7	-19	-36	4	nt	-4	-45
S=C(NNc1ccc2ccccc2c1)NC1CCCCC1	-1.1	-3	-22	-4	-95	-29	-43	-5	-66	5	-32
O=C(NCc1cccs1)C(Cc1ccccc1)n1cccc1 (configuration not stated)	-0.8	5	-4	-13	6	-3	-44	-5	21	-29	14
CC1C(=O)N2CCCc3cc(S(=O)(=O)N4CCCCC4)cc1c32 (configuration not stated)	-0.8	-4	0	13	-1	-10	-5	-5	-47	0	8
CCn1c(SCC(=O)OCC(=O)N2c3ccccc3NC(=O)C2(C)C)nnc1-c1ccco1	-1.2	4	-8	-8	-5	-4	-13	-7	-9	-12	-11
COC(=O)c1ccc(-n2ccnc2)cc1	-1.6	-1	7	9	-16	10	4	8	19	2	-8
N#Cc1cc2c(=O)n3ccccc3nc2n(-c2ccc(Cl)cc2)c1=O	-3.4	0	-10	-5	-7	13	0	1	-8	-20	9
Cc1ccc(NC(=S)NCC2CCCO2)cc1 (configuration not stated)	1.1	9	-29	0	-2	-6	-16	5	-35	4	1
COc1cc(C(=O)N2CCC(NC(=O)C(Cc3ccc(C(C)C)cc3)NC(C)=O)CC2)cc(OC)c1OC (configuration not stated)	-1.5	5	-6	1	-3	-2	-5	-3	-4	-5	12
CCN(C(=O)CSc1nnc(-c2c[nH]c3ccccc23)n1C1CC1)C1CCS(=O)(=O)C1 (configuration not stated)	-3.5	0	12	-4	-2	1	-2	1	18	7	15
Cn1nnnc1SCc1nc2ccccc2s1	2.4	19	-3	-4	-17	-47	-30	-9	-56	1	-35
O=C(CSc1nnc(Cc2cccs2)n1C1CCCCC1)N1CCCc2ccccc21	-2.2	0	15	-5	5	-6	5	0	11	-1	8
Cc1cc(C(=O)COC(=O)c2ccc(O)cc2)c(C)n1CC1CCCO1 (configuration not stated)	-1.8	1	-12	-2	-15	-47	-96	1	-44	8	-105

Screens: PubChem, several laboratories

These rows are one share of the data; the hit share may differ from the screen's.
